Compound activity deposited in PubChem by National Center for Advancing Translational Sciences (NCATS).
Anesthetic bind: binds horse apoferritin like a general anesthetic; P02791; apoferritin/1-aminoanthracene competitive binding, fluorescence; Potency, µM (titrated, usually from 77.5 µM), for inactives: top-dose activity change, negative = displacement, hits mostly inhibitors; 350,000 tested, 0.074% active; AID 485281; also: potency is read from the fitted curve at half-maximal effect; % is scaled to controls: 0 for no effect and ±100 for the full control effect; nearly all actives have a fitted effect of over 20% in size
Target sequence (P02791 2-175 limits assumed): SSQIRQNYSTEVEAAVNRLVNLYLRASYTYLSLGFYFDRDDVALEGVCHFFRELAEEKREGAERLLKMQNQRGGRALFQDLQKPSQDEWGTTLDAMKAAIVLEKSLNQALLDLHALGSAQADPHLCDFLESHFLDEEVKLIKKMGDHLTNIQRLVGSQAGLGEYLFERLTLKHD
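10 uM apoferritin + 50% sat. 1-AMA, PBS; cpd 10 min RT; Ex380/Em535 endpoint; normalized to free probe vs complex; 4-param Hill fit; propofol titration as pos. ctrl.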
TRHR PAM: allosteric enhancers of human TRH receptor; TRHR cells, fluo-8 calcium fluorescence, EC20 TRH enhancement; enhancement, % at 2 µM; 360,000 tested, 0.66% active; AID 493056; in the data active = enhancement above about 30%; also: 0% is about no effect
Target sequence (P34981 whole entry, looked up): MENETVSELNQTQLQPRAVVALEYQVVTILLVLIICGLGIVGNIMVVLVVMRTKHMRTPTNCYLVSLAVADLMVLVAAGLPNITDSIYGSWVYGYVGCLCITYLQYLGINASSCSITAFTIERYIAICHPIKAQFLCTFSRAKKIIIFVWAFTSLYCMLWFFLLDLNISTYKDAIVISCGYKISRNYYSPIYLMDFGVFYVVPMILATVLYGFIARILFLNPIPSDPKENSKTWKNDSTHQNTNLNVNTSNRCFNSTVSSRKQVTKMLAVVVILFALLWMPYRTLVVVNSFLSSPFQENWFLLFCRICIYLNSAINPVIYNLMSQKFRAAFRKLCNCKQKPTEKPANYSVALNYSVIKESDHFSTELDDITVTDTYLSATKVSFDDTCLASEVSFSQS
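Enhancer read-out: after compound pinning and an initial kinetic agonist-mode read, an EC20 of TRH (10 nM final) was injected and fluo-8 calcium signal (Ex 480/Em 530) followed at 1 s/cycle for 100 cycles in TRHR-expressing cells.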
D1 antag: antagonists of human D1 dopamine receptor; P21728; HEK293 TREx D1 cells, calcium flux, dopamine EC80; active compounds read low; activity change, negative = inhibition, % at 10 µM; 360,000 tested, 3.2% active; in the data active = activity change below about -30%; also: % is scaled to controls: 0 for no effect and ±100 for the full control effect
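Tetracycline-induced HEK293 T-REx cells with force-coupled D1 receptor were loaded with a no-wash calcium dye. Compound was added after a 10 s baseline and read kinetically for 180 s; EC80 dopamine was then added and calcium flux followed another 180 s.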
RXFP1 antag: blocks the human relaxin receptor RXFP1; Q9HBX9; HEK293-RXFP1, relaxin-stimulated cAMP HTRF, 30 min; active compounds read low; activity change, negative = inhibition, % at 57.5 µM; 350,000 tested, 0.59% active; AID 1259400;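 active = activity change of -60% or lower, but not beyond a set lower limit; inconclusive = change between -60% and -40%, or beyond the set limit; inactive = change above -40%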; also: % is scaled to controls: 0 for no effect and ±100 for the full control effect
RXFP1 agonist: activates the human relaxin receptor RXFP1. Q9HBX9. AID 2676. HEK293T-RXFP1 cAMP TR-FRET, 30 min; response scale: percent of porcine relaxin response, buffer zero. 370,000 tested, 0.3% active. Potency, µM (doses to about 57.5 µM), for the others: at the highest dose activation, most hits filed as activators; also: potency is read from the fitted curve at half-maximal effect; % is scaled to controls: 0 for no effect and ±100 for the full control effect; nearly all actives have a fitted effect of over 60% in size; many of its hits are not listed in these tables
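Agonist response is measured as cAMP accumulation in an RXFP1-transfected HEK293T line under PDE4 inhibition. Values are scaled between buffer-only and 29 nM porcine relaxin, and EC50s come from standard Hill equation fits.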
D2 PAM: positively modulates the human D2 dopamine receptor allosterically; P14416; HEK293 T-REx D2, calcium flux, EC20 dopamine potentiation; potentiation, % at 10 µM; 340,000 tested, 0.34% active; AID 485347;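 active = potentiation over 3 SD above the plate norm, cut at about 30% in these data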; also: 0% is about no effect
Target sequence (P14416 whole entry, looked up): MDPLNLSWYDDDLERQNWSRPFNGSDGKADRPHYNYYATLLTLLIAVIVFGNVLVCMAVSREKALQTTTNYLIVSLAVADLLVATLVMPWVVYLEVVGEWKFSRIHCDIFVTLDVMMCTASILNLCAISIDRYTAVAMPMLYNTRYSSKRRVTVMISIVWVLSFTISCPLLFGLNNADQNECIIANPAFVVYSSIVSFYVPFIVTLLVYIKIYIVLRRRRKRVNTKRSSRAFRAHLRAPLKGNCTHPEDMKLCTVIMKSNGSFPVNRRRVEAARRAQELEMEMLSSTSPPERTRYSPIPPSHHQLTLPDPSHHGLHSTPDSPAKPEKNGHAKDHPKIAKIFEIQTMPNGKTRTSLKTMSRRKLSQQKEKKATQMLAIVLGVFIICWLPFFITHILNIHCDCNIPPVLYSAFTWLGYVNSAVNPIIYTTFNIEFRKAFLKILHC
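Using a no-wash calcium dye in inducible, force-coupled HEK293 Trex cells expressing D2, we tracked fluorescence each second for 180 s after compound, then for 180 s after EC20 dopamine to detect augmented signalling.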
TRHR ag: agonists of human TRH receptor; P34981; TRHR cells, calcium flux fluo-8, FDSS agonist mode; activation, % at 2 µM; 360,000 tested, 0.18% active; in the data active = activation above about 30%; also: 0% is about no effect
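TRHR-expressing cells, plated overnight in medium with 10% serum, were loaded with fluo-8 calcium dye at room temperature. After a 10 s baseline, library compound was pin-added and calcium release was recorded kinetically (ex 480/em 530) as agonist response.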
D1 potentiator: human D1 dopamine receptor positive modulation; P21728; 360,000 tested, 0.036% active; HEK293 TREx D1 cells, calcium flux, dopamine EC20 potentiation; potentiation, % at 10 µM; AID 504651; in the data active = potentiation above about 30%; also: 0% is about no effect
D1 ag: human D1 receptor agonism; HEK293 T-REx D1 cells, calcium flux, agonist mode; activation, % at 2 µM; 360,000 tested, 1% active; AID 504660; in the data active = activation above about 30%; also: 0% is about no effect
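Agonism was scored from calcium flux recorded over 180 s (1 read/s) after pintool compound addition, following a 10-cycle baseline. Cells were inducible force-coupled HEK293 TREx D1, plated overnight at 30 C and loaded with no-wash calcium dye.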
An asterisk follows results filed as active; ? = inconclusive; . = no result given; [ ] = dose if it differs, or a comment. Unless noted, calls follow the shape of the dose curve; as a rule, active = well fitted curve in the direction sought with a large enough effect; inconclusive = small, poorly fitted or top-dose-only effect, or another doubt; inactive = no such curve, though single readings can be large; an effect the other way counts as inactive or inconclusive.

SMILES	Anesthetic bind	TRHR PAM	D1 antag	RXFP1 antag	RXFP1 agonist	D2 PAM	TRHR ag	D1 potentiator	D1 ag
CCOc1ccc(CCNC(=O)CCc2nnc3ccc(N4CCOCC4)nn23)cc1OCC	-7%	-1	-24	-17	12%	11	0.3	-5	2
O=C(CCCN1C(=O)S/C(=C\C=C\c2ccccc2)C1=O)Nc1ccc(O)cc1	-20%	5	-31*	-13	2.7%	10	-0.7	0	14
COc1ccc(-c2nc(C)c(CCNS(=O)(=O)c3ccc(F)cc3)s2)cc1OC	-3%	8	8	.	1.8%	9	-0.5	-3	0
Cc1cc2c(c(=O)n1CCc1ccccc1)C(c1ccco1)C(C#N)=C(N)O2 (centres undefined)	210%[activator]	5	-27	4	-0.7%	.	-1.7	-8	0
CC1CC(C)(C)NC(=S)S1 (centres undefined)	7%	-5	-1	4	3.9%	-23	0.0	-1	0
CCc1ccc(C2=NN(c3ccc(S(N)(=O)=O)cc3)C(c3ccc(F)cc3)C2)cc1 (centres undefined)	522%[activator]	3	8	.	21%	12	0.0	-3	1
CCn1ccc(-c2ccccc2)c(C#N)c1=O	-8%	3	-8	8	4.3%	-1	0.1	-3	-1
O=C(Nc1cccc(C(F)(F)F)c1)C1CCCN(S(=O)(=O)c2cccc3nonc23)C1 (centres undefined)	-16%	-6	2	.	3.8%	-4	0.2	1	3
CCc1nnc(NC(=O)C(=O)c2cc(C)n(-c3ccccc3)c2C)s1	-10%	1	-8	-29	-5.3%	5	-1.3	-3	1
Cc1cc2c(c(SCC(=O)Nc3ccc(C)c(C)c3)n1)C(=O)OC2	-5%	1	-10	-2	13%	11	-1.7	1	5
CSCc1ccc(C(=O)NC(C)c2cnn(-c3ccccn3)c2C)o1 (centres undefined)	-10%	-4	-14	-12	1.1%	1	-0.1	1	1
Cc1ccc(Nc2nc(/N=C/NO)n[nH]2)cc1C	-18%	7	-8	1	3.1%	8	-0.1	-4	3
Cc1cc(N2CCOCC2)nc(NCc2ccccc2)n1	-16%	-1	-63*	-8	-0.6%	-1	-0.3	-6	45*
O=C(Cc1csc(NC(=O)Nc2ccc(Cl)cc2)n1)NCc1cccnc1	.	0	-11	-2	0.9%	-4	0.3	-9	3
CCc1cc(=O)oc2c(C)c(O)c(CN3CCCCC3)cc12	.	2	-3	16	18%	-3	0.0	-3	-1
CCOC(=O)C1CCCN(Cc2cc(=O)oc3cc(C)c(C(C)C)cc23)C1 (centres undefined)	-22%	-4	-7	-6	4.0%	22	0.4	0	4
CCN=C(Nc1ccc2c(c1)OCO2)SC1CC(=O)N(c2ccccc2F)C1=O (centres undefined)	-17%	-1	6	-2	0.5%	.	0.2	0	2
COc1ccc(CNC(=O)C2CCCN(S(=O)(=O)c3ccc4c(ccn4C)c3)C2)c(OC)c1 (centres undefined)	-2%	2	5	-9	0.1%	-4	-0.1	-1	1
COc1ccccc1NC(=O)C1=C(C)Nc2ncnn2C1c1ccc(C)o1 (centres undefined)	-1%	1	7	-2	0.3%	1	-0.5	-1	1
CC(C)(C)OC(=O)N1CCC(c2c(C(=O)NCC3CCN(C4CCCC4)C3)cnn2-c2ccc(F)cc2)CC1 (centres undefined)	?	17	5	-18	-0.2%	0	1.3	-5	6
CN1CCN(S(=O)(=O)c2ccc(SCCOc3ccccc3)nc2)CC1	-19%	8	-4	-7	1.2%	-2	-0.4	-8	1
CCc1nn(CC(=O)N2CCCCC2)c(=O)c2cc3sc(C)cc3n12	8%	-1	0	-6	5.2%	4	-0.3	-1	1
O=S(=O)(Nc1cnc2ccccc2c1)N1CCCCCC1	?	48*	13	7	0.2%	2	1.3	-6	4
CCC(Sc1nc(-c2ccccc2)cc(=O)[nH]1)C(=O)O (centres undefined)	-7%	8	-14	-9	1.7%	12	0.1	2	1
CN(C)S(=O)(=O)c1ccc(NC(=O)COC(=O)c2ccccn2)cc1	-13%	3	1	0	0.4%	-8	0.3	-1	0

Next part:
SMILES	Anesthetic bind	TRHR PAM	D1 antag	RXFP1 antag	RXFP1 agonist	D2 PAM	TRHR ag	D1 potentiator	D1 ag
O=C(CCN1CCCC1=O)NC1CCCc2c1cnn2-c1ccc(F)cc1F (centres undefined)	-10%	1	-7	0	4.5%	0	0.5	-2	2
Cc1ccc2nc(N3CCN(C(=O)CCC(=O)O)CC3)nc(-c3ccccc3)c2c1	188%[activator]	-1	3	5	-1.9%	-6	0.0	7	3
Cc1ccccc1C(=O)Nc1nnc(-c2ccco2)s1	-7%	16	-14	?	7.4%	9	1.9	-5	6
Cc1cccc(/C=N/NC(=O)CNc2cccc3ccccc23)n1	?	-2	-2	.	-2.2%	23	1.0	-6	10
c1ccc2c(N3CCCCC3)nc(N3CCCC3)nc2c1	2%	0	-23	-24	-0.9%	.	0.8	-7	7
Cc1cc([N+](=O)[O-])nn1CC(=O)c1ccccc1	-21%	21	-13	-4	4.9%	9	-0.1	-3	1
CN(CCO)c1ccc(-c2nn(C)c(=O)c3ccccc23)cc1[N+](=O)[O-]	-1%	2	-6	0	1.6%	-1	0.1	-3	1
Cc1cc(NC(=O)CSc2nnc(C3COc4ccccc4O3)n2C)no1 (centres undefined)	-2%	-2	-7	4	0.4%	-9	0.0	5	1
COC(=O)c1c(-c2cccs2)csc1NC(=O)c1cc(OC)cc(OC)c1	-3%	-3	-1	2	13%	7	1.0	0	3
O=C(N/N=C/c1ccc([N+](=O)[O-])cc1)c1ccc(COc2ccccc2-c2ccccc2)cc1	-7%	5	10	-9	-0.1%	-6	-0.1	-1	3
Cc1ccc(C)c(CSC2=NN3CCCC(=O)N=C3S2)c1	-16%	3	-10	-8	-1.5%	1	0.2	-2	7
C/C=C/c1ccc(OCCCNCC(C)O)c(OC)c1 (centres undefined)	-11%	4	1	-18	1.7%	-7	0.1	1	3
CC(=O)c1ccc(OCc2cc(C(=O)N3CCC(Oc4ccccc4C)CC3)no2)cc1	-9%	-6	-53*	6	0.3%	-7	0.6	-6	26
O=C(Cn1nc(-c2ccc(Cl)cc2)c2ccccc2c1=O)Nc1cccnc1	?	-4	15	1	-0.2%	2	-0.1	8	1
COc1ccc(OC)c(S(=O)(=O)Nc2cc3c(C(C)=O)c(C)oc3c3ccccc23)c1	-10%	3	-15	-14	3.0%	-10	0.2	-1	0
OCc1nc2ccccc2n1CCCOc1ccccc1	-4%	4	-3	-22	-0.4%	-5	0.2	0	3
CCC(=O)c1cc(F)ccc1OCC(=O)Nc1ccc2c(c1)OCCO2	.	6	-12	-4	-1.0%	15	0.4	-8	2
Cc1c(OC(C)C(=O)NCCCn2ccnc2)ccc2c3c(c(=O)oc12)CCC3 (centres undefined)	6%	6	6	-11	2.7%	-1	0.0	1	1
CC1=C(C(=O)OCc2ccccc2)C(c2ccc(N3CCOCC3)cc2)NC(=O)N1 (centres undefined)	-9%	2	0	-36	-0.3%	-2	-0.6	0	4
O=C(O)CCCCCn1c(SCC(=O)N2CCCC2)nc2ccsc2c1=O	-16%	11	-4	-15	6.7%	-7	1.0	0	1
Cc1cc(Nc2cccc([N+](=O)[O-])c2)c2cccc(C)c2n1	-5%	0	-26	6	6.0%	-6	-0.5	-20	0
O=C(COC(=O)c1ccc([N+](=O)[O-])s1)NCc1ccccc1	-3%	6	-9	-2	-0.9%	8	-0.5	2	0
CC(C)Oc1ccc(S(=O)(=O)N2CCOCC2)cc1NC(=O)CCCSc1ccccc1	.	-11	6	-19	0.9%	6	1.1	1	8
COC(=O)Nc1nnc(COc2ccccc2)s1	-4%	2	9	-6	5.9%	-7	0.3	5	2
O=C(Nc1ccccc1N1CCN(c2ccccc2)CC1)C1CCCCC1	3%	1	7	-5	-0.5%	10	0.1	-1	-1

Four entries from above in another layout:
Values run as follows: Anesthetic bind	TRHR PAM	D1 antag	RXFP1 antag	RXFP1 agonist	D2 PAM	TRHR ag	D1 potentiator	D1 ag
- Cc1cc([N+](=O)[O-])nn1CC(=O)c1ccccc1
 : -21%	21	-13	-4	4.9%	9	-0.1	-3	1
- CN(CCO)c1ccc(-c2nn(C)c(=O)c3ccccc23)cc1[N+](=O)[O-]
 : -1%	2	-6	0	1.6%	-1	0.1	-3	1
- Cc1cc(NC(=O)CSc2nnc(C3COc4ccccc4O3)n2C)no1 (centres undefined)
 : -2%	-2	-7	4	0.4%	-9	0.0	5	1
- COC(=O)c1c(-c2cccs2)csc1NC(=O)c1cc(OC)cc(OC)c1
 : -3%	-3	-1	2	13%	7	1.0	0	3

More records.
SMILES	Anesthetic bind	TRHR PAM	D1 antag	RXFP1 antag	RXFP1 agonist	D2 PAM	TRHR ag	D1 potentiator	D1 ag
Cc1ccc(SCC2(O)CCN(S(=O)(=O)c3ccc(Cl)cc3)CC2)cc1	0%	0	14	-11	-0.1%	-1	0.5	-5	2
COc1ccc(NS(=O)(=O)c2cc(C(=O)OC(C)C(=O)N3CCOCC3)ccc2Cl)cc1 (centres undefined)	.	-5	-14	-9	1.7%	-2	0.5	-4	4
COC(=O)c1c(NC(=O)CSc2nc3ccccc3c(=O)n2-c2ccccc2)sc(C)c1C	-7%	2	16	-13	3.1%	2	-0.5	1	1
CCOC(=O)C(=CNc1ccc(N2CCOCC2)cc1)C(=O)OCC	-17%	9	4	-9	0.1%	14	-0.6	-2	1
NCCc1nnc(SCC(=O)Nc2ccc(Br)cc2)o1	?	-1	14	-20	5.9%	5	0.4	-8	0
CCCc1cc(-c2[nH]ncc2-c2ccc3c(c2)OCCCO3)c(O)cc1O	-19%	0	1	-76*	-0.8%	7	0.1	8	2
Cc1ccc(NC(=O)[C@H](NC(=O)[C@@H]2Cc3ccccc3CN2)c2ccccc2)cc1	-13%	0	-29	13	0.1%	-24	-0.4	0	1
CCN(CC)S(=O)(=O)c1ccc(O)c(NS(=O)(=O)c2ccccc2F)c1	-6%	-1	3	17	-0.7%	-7	-0.3	-11	-1
COc1ccc(CCNC(=O)c2cc(COc3c(F)cccc3F)on2)c(OC)c1	-11%	-5	2	-1	-1.2%	3	0.4	-3	18
COc1ccc(NC(=O)CSc2nc(-c3ccc(OC)cc3)cc(=O)[nH]2)cc1	16%	1	7	.	5.1%	11	-1.2	-4	57*
CC1(C)Cc2c(C#N)c(SCc3ccccc3)nc(N3CCOCC3)c2CO1	-5%	-2	18	-2	3.2%	17	0.7	-4	3
CCOc1ccc(NC(=O)CCNC(=O)c2ccco2)cc1	5%	3	6	2	-2.0%	.	0.5	-3	1

This is a subset; rates above refer to the full screens.
